MKP-1 inh: inhibitors of human MKP-1 phosphatase. P28562. inhibition, %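 (compounds tested at a single concentration somewhere between 10 and 100 µM)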. recombinant MKP-1, OMFP hydrolysis fluorescence. 65,000 tested, 0.15% active. AID 374;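 active = inhibition above about 50%, limit read from the data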;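 note: 0% = DMSO max control wells and 100% = wells with enzyme stopped by NaOH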
Target sequence (P28562 whole entry, looked up): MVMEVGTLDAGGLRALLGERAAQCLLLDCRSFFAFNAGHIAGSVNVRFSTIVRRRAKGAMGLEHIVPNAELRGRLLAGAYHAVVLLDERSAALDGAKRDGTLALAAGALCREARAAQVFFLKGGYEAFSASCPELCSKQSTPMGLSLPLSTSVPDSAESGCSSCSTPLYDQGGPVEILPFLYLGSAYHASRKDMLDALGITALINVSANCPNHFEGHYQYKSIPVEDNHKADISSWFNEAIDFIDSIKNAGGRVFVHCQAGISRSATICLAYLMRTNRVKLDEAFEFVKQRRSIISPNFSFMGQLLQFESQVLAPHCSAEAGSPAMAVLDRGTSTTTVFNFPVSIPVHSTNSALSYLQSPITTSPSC
FXIa mix inh: blocks human factor XIa in pooled compound mixtures. purified FXIa, fluorogenic substrate. 62,000 tested, 0.19% active. AID 680. P03951. inhibition, % at 5 µM;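 note: each value is inhibition by a whole ten-compound pool holding the compound; 0% = enzyme with no mixture and 100% = wells lacking enzyme; strong numbers were not always called active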
Target sequence (P03951 19-387 limits assumed): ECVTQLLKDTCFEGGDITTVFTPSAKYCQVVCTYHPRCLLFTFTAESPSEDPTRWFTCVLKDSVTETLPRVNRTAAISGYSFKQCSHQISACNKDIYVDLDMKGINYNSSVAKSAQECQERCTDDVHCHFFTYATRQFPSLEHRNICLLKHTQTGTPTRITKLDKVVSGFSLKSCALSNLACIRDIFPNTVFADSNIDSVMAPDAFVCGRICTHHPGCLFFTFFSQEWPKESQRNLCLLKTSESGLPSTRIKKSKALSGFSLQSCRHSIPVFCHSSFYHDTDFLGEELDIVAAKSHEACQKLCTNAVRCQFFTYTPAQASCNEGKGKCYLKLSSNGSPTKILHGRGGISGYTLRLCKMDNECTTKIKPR
Target sequence (P03951 388-625 limits assumed): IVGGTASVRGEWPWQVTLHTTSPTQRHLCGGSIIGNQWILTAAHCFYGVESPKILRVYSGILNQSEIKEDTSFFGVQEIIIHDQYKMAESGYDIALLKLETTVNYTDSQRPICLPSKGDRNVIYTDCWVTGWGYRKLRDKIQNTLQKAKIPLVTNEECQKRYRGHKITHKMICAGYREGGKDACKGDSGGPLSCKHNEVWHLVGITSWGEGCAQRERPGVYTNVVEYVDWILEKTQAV
JNK3 blocker: blocks human JNK3 kinase activity; purified JNK3 kinase activity, HTS; 60,000 tested, 0.61% active; inhibition, % at 8 µM; P53779; in the data active = inhibition above about 17%;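 note: 0% = DMSO and 100% = reference inhibitor; many of its hits are not listed in these tables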
FXIIa inh mix: blocks human factor XIIa in pooled compound mixtures. P00748. inhibition, % at 5 µM. 62,000 tested, 0.2% active. purified FXIIa, fluorogenic substrate;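 note: 0% = enzyme without compound and 100% = no enzyme blank; some results filed as inactive read as strong as hits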
Cdc25B inh: human M-phase inducer phosphatase 2 inhibition | 65,000 tested, 0.1% active | inhibition, %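 (compounds tested at 10 µM final in the well)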 | AID 368 | recombinant Cdc25B, OMFP fluorescence Ex485/Em525; in the data active = inhibition above about 50%
Hsp90 block: displaces geldanamycin probe from tumor Hsp90. P07900. NCI-N417 lysate Hsp90, Cy3B-geldanamycin FP displacement. inhibition, % at 30 µM. 64,000 tested, 0.35% active. AID 429;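 active = inhibition above 50%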;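 note: 0% = tracer plus lysate wells and 100% = tracer alone without lysate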
AP ELISA ortho: orthogonal test for alternative complement pathway inhibitors. Human serum alternative complement pathway, LPS-coated ELISA, C3 deposition; tested in compound mixtures. inhibition, % at 5 µM. 62,000 tested, 0.08% active. AID 1235;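 active = inhibition above 30% in each of the two pooled mixtures holding the compound, so the lower value exceeds 30%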;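 note: 0% = serum in Mg-EGTA without compound and 100% = EDTA serum blank; some compounds past the cut are filed as inactive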
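Assay system: human serum alternative complement pathway, C3 deposition on LPS-coated wells; Dosing: 5 µM per compound in ten-compound mixtures; Detection: Anti-C3 ELISA, OD 450 nm; Buffer or medium: Mg2+-EGTA GVB++ buffer containing human serum at 1:15 dilution; Timing: 1 h at 37 °C; Replication: two different pools per compound.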
MMP-13 inhibitor: MMP13 (human) collagenase inhibition; P45452; inhibition, % at 4 µM; AID 570; MMP-13 fTHP FRET cleavage, Mca fluorescence; 65,000 tested, 0.07% active;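 active = inhibition above the mean of compound-free control plate wells plus 3 SD, cut at about 14% in these data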;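 note: 0% = DMSO wells and 100% = wells with reference MMP-13 inhibitor after basal subtraction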
Abs 340nm: absorbance at 340 nm | 65,000 tested, under 10 active | fold change at 10 µM | compound absorbance at 340 nm, fold over control;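 active = at 10 µM dose, initial 340 nm absorbance at least 2 fold that of control wells; inactive = change under 2 fold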;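 note: initial absorbance extrapolated from kinetic A340 decline of NADH oxidation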
Numbers without * were called inactive; x = not tested or not shown; & = joins results of further samples; [ ] = remark or other dose. Cut-off read from the data, not from the text of the source, unless noted: active = inhibition above about 20% (passing the limit was not always enough); inactive = the rest.

Molecule | MKP-1 inh | FXIa mix inh | JNK3 blocker | FXIIa inh mix | Cdc25B inh | Hsp90 block | AP ELISA ortho | MMP-13 inhibitor | Abs 340nm
Cc1cc(C(=O)OCC(=O)c2ccc3c(c2)OCCO3)c(C)o1 | 24 | -3 | -3 | 3 | -3 | 0 | 3 | 7 | 1
COc1ccc(NC(=O)c2ccc(S(=O)(=O)N(C)C)cc2)cc1OC | 4 | 3 | x | -4 | -10 | x | 5 | 6 | 1.1
COc1ccccc1CN1C(=O)C2CC=CCC2C1=O (stereo not given) | -10 | 5 | x | -15 | -7 | -2 | 9 | -2 | 1
Cc1ccc(S(=O)(=O)NCCC(=O)Nc2nnc(C3CC3)s2)cc1C | 25 | 5 | 1 | 8 | -20 | -4 | 19 | -5 | 1
c1cn(-c2ncnc3sc4c(c23)CCCC4)cn1 | 6 | -1 | 7 | -3 | -6 | -6 | 6 | -11 | 1.1
CCN(CC)CC#CCOC(=O)C(O)(c1ccccc1)C1CCCCC1 (stereo not given) | -32 | 2 | 0 | 6 | x | 0&-4 | 16 | 1 | 0.98
COc1ccc(Cn2c(CCC(=O)Nc3ccc(CC#N)cc3)nc3cccnc32)cc1 | 29 | 5 | -12 | -10 | -4 | -1 | 1 | 0 | 1.1
COc1ccc(C(=O)CSc2nc3nc(C)cc(C)c3c(=O)[nH]2)cc1OC | 33 | 4 | -2 | 3 | -8 | -3 | -3 | 3 | 1.1
COc1ccc(-n2c(Cn3c(=O)sc4ccccc43)nnc2SCC(=O)N2CCCCC2)cc1 | 6 | 4 | 4 | 2 | -9 | 0 | 14 | -5 | 1
CCOc1cccc(C=Nc2cc(C)cc(C)c2O)c1O | 4 | -1 | -5 | 5 | -20 | 25 | 1 | -6 | 1
CCOCCCn1c(=NC(=O)c2cccnc2)c(C(=O)OCC)cc2c(=O)n3ccccc3nc21 | -2 | 1 | 4 | 3 | 5 | -14 | 16 | -382[fluorescence artefact?] | 1.1
N#Cc1c(NC(=O)CSc2nc3ccccc3c(=O)n2Cc2ccco2)sc2c1CCCC2 | -20 | 5 | 13 | 10 | -11 | -7 | -1 | 0 | 1
CN(C)S(=O)(=O)c1ccc(C(=O)Nc2cccc(C(=O)O)c2)cc1 | -5 | 7 | -11 | 5 | -15 | -7 | 18 | 2 | 1
COc1cc(Br)cc(-c2nc3c(c(=O)[nH]c(=O)n3Cc3ccccc3)n2C)c1O | 11 | 10 | x | 2 | 2 | x | 17 | 1 | 1.1
Cc1ccc(-c2n[nH]c(=S)n2C)cc1 | 9 | 3 | 5 | 0 | -5 | -3 | 11 | -10 | 1
O=C(Nc1ccc(Br)cc1Cl)Nn1cnnc1 | -4 | -5 | 0 | 2 | -5 | 1 | 1 | 0 | 1
Cc1cc(C(=O)OCn2nnc3ccccc3c2=O)c(C)n1-c1ccccc1 | -15 | 8 | 4 | 0 | 3 | -1 | 9 | 1 | 1.1
CCOCCCNC(=O)Cn1nc(-c2ccccc2)ccc1=O | 2 | -4 | 1 | 12 | -19 | -4 | 4 | 0 | 1
CCOC(=O)c1sc(=NC(=O)c2ccc(S(=O)(=O)N3CCOCC3)cc2)n(C)c1C | 12 | 9 | 1 | 8 | -9 | 1 | 17 | 1 | 1.1
O=C(NCc1ccco1)c1cc(-c2ccccc2)on1 | 14 | 11 | -7 | 9 | -4 | -4 | 8 | 1 | 0.99
CCOC(=O)C1CCCN(CC(=O)Nc2c(C(=O)OC)[nH]c3ccc(Cl)cc23)C1 (stereo not given) | 1 | 3 | -9 | 4 | -6 | -5 | 11 | -23 | 1.1
Cc1ccc2[nH]c(=O)c(C(c3nnnn3CC3CCCO3)N3CCc4ccccc4C3)cc2c1 (stereo not given) | 15 | 0 | -4 | 6 | 7 | -6 | -9 | 6 | 1.1
Cc1ccc(C(c2sc3nc(C)nn3c2O)N2CCOCC2)cc1 (stereo not given) | 7 | 4 | -2 | 2 | 6 | 1 | -1 | 6 | 1
Cc1cc(OC(=O)CNC(=O)OC(C)(C)C)c2c(C)cc(=O)oc2c1 | -19 | 3 | 0 | -19 | 0 | 2 | 2 | 4 | 1
NC(=O)CSc1nnc(Cn2c(=O)sc3ccccc32)n1-c1ccccc1 | 5 | -2 | 3 | -2 | -13 | 1 | 10 | 4 | 1.1
COc1ccccc1N1CCN(C(=O)CSc2nnc(NC(=O)C3CCC3)s2)CC1 | 11 | x | -4 | x | 2 | -6 | x | 1 | 1
CC(C)CCNC(=O)CN(CCN1CCOCC1)C(=O)Cn1nnc(-c2ccc(F)cc2)n1 | 11 | 12 | x | 3 | -10 | 1 | 5 | -2 | 1
Cc1cc(NC(=O)c2cc(-c3ccc4c(c3)OCO4)on2)n(-c2ccccc2)n1 | 22 | 1 | 0 | -17 | -5 | -3 | 10 | 0 | 1
CC(=O)N1CCc2cc(C(=O)CN3CCCN(Cc4ccc(F)cc4)C3)ccc21 | 14 | 10 | -6 | 3 | 0 | -2 | 9 | -3 | 1.1
Nc1nc(C2CCCN2S(=O)(=O)c2ccc(Cl)cc2)cs1 (stereo not given) | -3 | 5 | -2 | 14 | -4 | 1 | 20 | 2 | 1
Cc1cccn2c(=O)c3cc(C#N)c(=N)n(Cc4ccncc4)c3nc12 | -22 | x | -4 | x | 18 | -7 | x | -26 | 1
COc1ccc(C2SCC(C(=O)O)N2C(C)=O)cc1OC (stereo not given) | 8 | 2 | -7 | 7 | -7 | 2 | -1 | 1 | 0.99
Cn1cnnc1SCC(=O)Nc1ccccc1Sc1ccccc1 | -4 | 0 | 0 | 3 | -11 | 0 | 11 | -2 | 0.97
O=C(Cn1nnc(-c2ccc3c(c2)OCO3)n1)NCc1ccco1 | 14 | -1 | -4 | 0 | 3 | -6 | -11 | 3 | 1.1
O=C1NC(c2ccco2)Nc2ccccc21 (stereo not given) | 3 | -6 | -2 | 4 | 9 | 0 | 11 | -105[fluorescence artefact?] | 0.99
Cc1ccc(-c2cc(C(F)(F)F)n3ncc(C(=O)N4CCN(C)CC4)c3n2)cc1 | 13 | 2 | 0 | 3 | 0 | -2 | 7 | -2 | 1.1
CCOC(=O)c1c(NC(=O)CSc2nc(C)cc(C)c2C#N)sc(C(C)=O)c1C | 19 | 5 | 0 | 3 | -21 | -3 | 0 | 0 | 1.1
Cc1noc(NS(=O)(=O)c2ccc(N/C=C/C(=O)c3cccnc3)cc2)c1C | -16 | 10 | 1 | -15 | -8 | -5 | 13 | -4 | 1.1
CNC(=O)NC(=O)CSc1cccc(C(F)(F)F)c1 | -11 | 2 | 1 | 30 | -2 | -2 | -2 | -16 | 1
O=C(c1cc(F)c(F)cc1Cl)N1CCOCC1 | 8 | 3 | 4 | 11 | 3 | -2 | 17 | 3 | 1
COc1ccc(Cc2nnnn2CC(=O)O)cc1 | -16 | 3 | 2 | 7 | -1 | -1 | -1 | 2 | 0.98
COc1cccc(N(C(=O)c2ccn[nH]2)C2(C(=O)Nc3c(C)cccc3C)CCCCC2)c1 | 16 | 2 | 2 | 6 | 5 | 1 | 2 | 2 | 0.98
O=C(CCN1Cc2ccccc2C1)c1ccc2c(c1)OCCO2 | -17 | 0 | 4 | 1 | 2 | -6 | 1 | 2 | 1
N#Cc1c(N)nc(SCC(=O)NCc2ccc3c(c2)OCO3)c(C#N)c1-c1cccs1 | 19 | x | 7 | x | -15 | -2 | x | -9 | 1.1
Cc1cc2ncn(/N=C/c3cc(Br)ccc3O)c2cc1C | 9 | 7 | 2 | -18 | -10 | -2 | 2 | 3 | 1.1
COc1ccc(C2(O)CC3CCC(C2)N3c2nc(C)cc(C)c2C#N)cc1 (stereo not given) | 10 | 3 | 5 | 2 | -2 | -2 | 25 | -41 | 0.99
Cc1[nH]nc2c1C(C(C)C)C(C#N)=C(N)O2 (stereo not given) | -9 | 5 | 2 | 8 | 9 | 3 | -2 | -3 | 0.99
CCOC(=O)c1c(NC(=O)c2csc(C)c2)sc(C(C)=O)c1C | 3 | 5 | 3 | 2 | -10 | -4 | 17 | 4 | 1

Twelve entries from above, with two lines to a compound.
Below each SMILES: MKP-1 inh, FXIa mix inh, JNK3 blocker, FXIIa inh mix, Cdc25B inh, Hsp90 block, AP ELISA ortho, MMP-13 inhibitor, Abs 340nm
- O=C(Cn1nnc(-c2ccc3c(c2)OCO3)n1)NCc1ccco1
    14, -1, -4, 0, 3, -6, -11, 3, 1.1
- O=C1NC(c2ccco2)Nc2ccccc21 (stereo not given)
    3, -6, -2, 4, 9, 0, 11, -105[fluorescence artefact?], 0.99
- Cc1ccc(-c2cc(C(F)(F)F)n3ncc(C(=O)N4CCN(C)CC4)c3n2)cc1
    13, 2, 0, 3, 0, -2, 7, -2, 1.1
- CCOC(=O)c1c(NC(=O)CSc2nc(C)cc(C)c2C#N)sc(C(C)=O)c1C
    19, 5, 0, 3, -21, -3, 0, 0, 1.1
- Cc1noc(NS(=O)(=O)c2ccc(N/C=C/C(=O)c3cccnc3)cc2)c1C
    -16, 10, 1, -15, -8, -5, 13, -4, 1.1
- CNC(=O)NC(=O)CSc1cccc(C(F)(F)F)c1
    -11, 2, 1, 30, -2, -2, -2, -16, 1
- O=C(c1cc(F)c(F)cc1Cl)N1CCOCC1
    8, 3, 4, 11, 3, -2, 17, 3, 1
- COc1ccc(Cc2nnnn2CC(=O)O)cc1
    -16, 3, 2, 7, -1, -1, -1, 2, 0.98
- COc1cccc(N(C(=O)c2ccn[nH]2)C2(C(=O)Nc3c(C)cccc3C)CCCCC2)c1
    16, 2, 2, 6, 5, 1, 2, 2, 0.98
- O=C(CCN1Cc2ccccc2C1)c1ccc2c(c1)OCCO2
    -17, 0, 4, 1, 2, -6, 1, 2, 1
- N#Cc1c(N)nc(SCC(=O)NCc2ccc3c(c2)OCO3)c(C#N)c1-c1cccs1
    19, x, 7, x, -15, -2, x, -9, 1.1
- Cc1cc2ncn(/N=C/c3cc(Br)ccc3O)c2cc1C
    9, 7, 2, -18, -10, -2, 2, 3, 1.1

Further results.
Molecule | MKP-1 inh | FXIa mix inh | JNK3 blocker | FXIIa inh mix | Cdc25B inh | Hsp90 block | AP ELISA ortho | MMP-13 inhibitor | Abs 340nm
CCN(CC)CCN1C(=O)C(O)=C(C(C)=O)C1c1ccccc1 (stereo not given) | 4 | -5 | 4 | 3 | -10 | -1 | -19 | -2 | 1
O=C(O)CCc1nn2c3ccccc3nc2n(-c2ccccc2)c1=O | 5 | -4 | 1 | 1 | 0 | -4 | 13 | 5 | 1.1
CC1=C(C(=O)Nc2ccc(C)cc2)C(c2ccc(C)o2)C2=C(CC(C)(C)CC2=O)N1 (stereo not given) | 12 | 0 | -4 | 0 | 2 | 0 | -15 | 0 | 1.1
O=c1[nH]c2cc3c(cc2cc1CN(Cc1cccs1)Cc1nnnn1Cc1ccco1)OCCO3 | -15 | 3 | -6 | -6 | 4 | -5 | -3 | -40 | 1
Cc1ccc(NC(=O)Cn2cnc3c(=O)n(C)c(=O)n(C)c32)c(C)c1 | -7 | 1 | x | 1 | 1 | -9 | 7 | 3 | 1
O=C(O)C1C2C=CC(C2)C1C(=O)NCCCn1ccnc1 (stereo not given) | -11 | 6 | 0 | 0 | 2 | -9 | 18 | 1 | 1
